# tuberculosis growth: growth inhibition of non-replicating M. tuberculosis (AID 488890); Mycobacterium tuberculosis non-replicating, growth inhibition; higher % means a stronger effect; one-dose inhibition, % at 25 µM; IC50 in µM for titrated hits; hit rate 0.39% among 320,000; in the data active = a potency from the dose series; inconclusive = inhibition mostly from about 82% at the one dose, without a potency; inactive = the rest, 99 in 100 with inhibition below about 76%;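 note: plate controls were DMSO cells for no effect and high antibiotic wells for full effect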
# Salmonella PhoP GFP: Inhibition of PhoP regulon, Salmonella typhi GFP reporter cells, confirmation, 4 h (AID 1850). Salmonella Typhi PhoP-promoter GFP reporter, fluorescence, 4 h; higher % means a stronger effect. inhibition, % at 50 µM; hits with a dose series show IC50 in µM. hit rate 0.33% among 310,000; in the data active = a potency from the dose series; inconclusive = inhibition mostly from about 25% at the one dose, without a potency; inactive = the rest, 99 in 100 with inhibition below about 19%;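 note: 0% = induced wells with vehicle and 100% = uninduced wells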
# VEEV TC-83 Vero: inhibitors of VEEV TC-83 cytopathic effect, confirmation, Vero cells (AID 588727) | Vero cells, VEEV TC-83 cytopathic effect inhibition; higher % means a stronger effect | inhibition, % at 20 µM; hits with a dose series show IC50 in µM | hit rate 0.13% among 350,000; in the data active = a potency from the dose series; inconclusive = inhibition mostly from about 14% at the one dose, without a potency; inactive = the rest, 99 in 100 with inhibition below about 12%; note: strong numbers were not always called active
# M. tuberculosis HTS: M. tuberculosis growth inhibition, HTS (AID 449762) | M. tuberculosis H37Rv growth inhibition, 7H9 media; higher % means a stronger effect | one-dose inhibition, % at 25 µM; IC50 in µM for titrated hits | hit rate 0.59% among 330,000; in the data active = a potency from the dose series; inconclusive = inhibition above about 70% without an active follow-up result;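 note: bacterial growth assessed after seven days of incubation; strong numbers were not always called active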
# influenza NS1A: H1N1 influenza NS1A inhibitors, functional cell based assay (AID 504329) | NS1A functional cell-based assay, percent inhibition; higher % means a stronger effect | inhibition, % at 12.5 µM; hits with a dose series show IC50 in µM | hit rate 0.3% among 340,000; in the data active = a potency from the dose series; inconclusive = inhibition above about 27% without an active follow-up result; note: strong numbers were not always called active
# VEEV TC-83 Vero 10K pilot screen: also measured in VEEV TC-83 Vero; calls as there; inhibition, %; measured here: 10K pilot screen inhibition
# * marks the source's active call; other numbers are inactive results; i = inactive; u = inconclusive; x = no result given; & = joins results of further samples.
SMILES,tuberculosis growth,Salmonella PhoP GFP,VEEV TC-83 Vero,M. tuberculosis HTS,influenza NS1A,others
N#CC1=C(N)SC(N)=C(C#N)C1CCc1ccccc1,66%,-2%,3.0%,3%,-10%,
Cc1ccc(C(=O)OCC(=O)N2CC(C)CC(C)C2)cc1S(=O)(=O)N1CCCCC1 (configuration not stated),9%,9%,1.7%,-6%,-3%,
COc1ccc(OCc2cc(C(=O)O)c(C)o2)cc1,2%,-5%,x,5%,x,
C=C(C)Cn1c(SCC(=O)O)nc2c1c(=O)[nH]c(=O)n2C,-28%,-5%,i,-10%,2%,
CC1CCN(CCCNC(=O)c2ccc3c(Cl)c4c(nc3c2)CCCC4)CC1,53%,-4%,45%,3%,6%,
CC(C)COc1ccc(CNC(=S)NCc2ccccc2)cc1,u,5%,i,u,5%,
COc1ccc(-c2nnc(SC(C)C(=O)Nc3nccs3)n2Cc2ccccc2)cc1OC (configuration not stated),40%,26%,1.1%,-2%,-4%,
O=C(c1cccc(S(=O)(=O)Nc2ccc(F)cc2)c1)N1CCC1,17%,x,2.6%,-12%,0%,
O=c1oc2cc(OCCO)ccc2c2c1CCCC2,3%,2%,0.6%,10%,0%,
CCc1nc2ccccc2c(C(=O)OCC(=O)NCCCN2CCCC2=O)c1C,-15%,1%,2.2%,-4%,-1%,VEEV TC-83 Vero 10K pilot screen=1.5
CCc1ccc(NC(=O)C/C(C)=N/NC(=O)COc2ccccc2C)cc1,39%,4%,3.3%,21%,12%,
Cc1ccc(C(=O)NC2CCN(C(=O)Nc3ccccc3)CC2)cc1,-17%,0%,i,-10%,7%,
Cc1ccc(-c2ccc(=O)n(Cc3cccc(Br)c3)n2)cc1,15%,0%,i,10%,-11%,
CCN(C(=O)COC(=O)/C=C/c1cnc2ccccc2n1)c1ccccc1,u,-5%,4.2%,u,-1%,
Cc1ccc[n+](C(C)C(=O)c2ccc(-c3ccccc3)cc2)c1 (configuration not stated),4%,13%,i,6%,1%,
CCNc1nc(N)nc(Oc2ccc(OCCOc3ccc(Cl)cc3Cl)nn2)n1,14%,27%,0.6%,4%,-37%,
O=C(COC(=O)/C=C/c1ccccc1[N+](=O)[O-])NCC(F)(F)F,13%,3%,1.0%,-1%,5%,
CCN(CCCc1ccccc1)CCCc1ccccc1,21%,10%&12%,2.7%,1%,-1%,
C=CCOc1ccc(Br)cc1/C=C1/SC(=Nc2ccc(C(=O)O)cc2)NC1=O,x,x,4.0%,x,-4%,
CCOC(=O)N1CCN(c2nc(-c3ccco3)cc(C(F)(F)F)n2)CC1,16%,-1%,7.5%,-1%,12%,
CN(C)S(=O)(=O)c1ccc(C(=O)Nc2ccccc2OC(F)(F)C(F)F)cc1,-5%,5%,6.6%,1%,-12%,
CCCn1c(SCC(=O)c2ccc3c(c2)OCCO3)nc2c1c(=O)n(C)c(=O)n2C,x,x,0.6%,x,-4%,
COc1cc(CNC(C)c2ccccc2)cc(Br)c1OCc1ccc(F)cc1 (configuration not stated),u,1%,5.5%,u,-5%,
N#Cc1ccc(C(=O)N2CCC3CC2c2cc(-c4ccc(F)cc4)ccc23)cc1 (configuration not stated),x,x,1.7%,x,22%,
COc1ccccc1C(=O)NCCC(=O)N1CCN(C(=O)c2ccco2)CC1,x,x,3.1%,x,-12%,
CCCCNC(=S)N/N=C/C1=CCC2CC1C2(C)C (configuration not stated),41%,2%,i,3%,-4%,
COc1ccc(NC(=O)CN(C)C(C)C(=O)NC(=O)NC2CCCCC2)cc1 (configuration not stated),22%,-2%,0.8%,-2%,-5%,
O=C(Nc1nnc(-c2ccc3c(c2)CCCC3)o1)C1COc2ccccc2O1 (configuration not stated),x,-7%,1.7%,u,-6%,
Nc1nnc(-c2ccc(Cl)cc2)o1,3%,10%,0.4%,3%,-12%,
CCN1C(=O)[C@H]2[C@H]3CN=C(SCC(=O)c4ccccc4)N3[C@@](CC)(C(=O)OC)[C@H]2C1=O,x,x,i,x,-16%,
O=C(NC1CCCCC1)c1ccc(Br)o1,-7%,1%,0.5%,6%,0%,
COc1cc(C2C(C(=O)c3ccco3)=C(O)C(=O)N2c2cc(C)on2)ccc1OCc1ccccc1 (configuration not stated),29%,-2%,x,2%,x,
O=C(NCCN1CCOCC1)c1cccc(S(=O)(=O)Nc2cc(Cl)ccc2Cl)c1,x,x,0.6%,x,-9%,
O=C(O)C1CCCCC1C(=O)N1CCCC1 (configuration not stated),-8%,-1%,i,-3%,-9%,
Cc1ccc(-c2nnn(C/C(N)=N/O)n2)cc1,8%,-5%,0.3%,-2%,-2%,
Fc1ccc(Nc2nc(-c3ccncc3)cs2)cc1,62%,13%,0.9%,-2%,-8%,
OCC1=C[C@@H](O)[C@@H]2C=CO[C@@H](O[C@@H]3O[C@H](CO)[C@@H](O)[C@H](O)[C@H]3O)[C@H]12,-7%,x,0.2%,-1%,-14%,
COc1ccc(CC(=O)OCC(=O)c2ccc(S(=O)(=O)N3CCCCC3)cc2)cc1,14%,x,0.2%,4%,2%,
CCOC(=O)c1cccc(NC(=O)C2(S(=O)(=O)c3ccc(C)cc3)CC2)c1,8%,4%,i,4%,19%,
CC(=O)C[C@@H](O)CC(=O)[C@@H]1OC(=O)CCCCCCc2ccccc21,3%,x,0.1%,-5%,5%,

# Pulled by structure from the list above:
SMILES,tuberculosis growth,Salmonella PhoP GFP,VEEV TC-83 Vero,M. tuberculosis HTS,influenza NS1A,others
Fc1ccc(Nc2nc(-c3ccncc3)cs2)cc1,62%,13%,0.9%,-2%,-8%,
OCC1=C[C@@H](O)[C@@H]2C=CO[C@@H](O[C@@H]3O[C@H](CO)[C@@H](O)[C@H](O)[C@H]3O)[C@H]12,-7%,x,0.2%,-1%,-14%,
Cc1ccc(-c2nnn(C/C(N)=N/O)n2)cc1,8%,-5%,0.3%,-2%,-2%,
COc1cc(C2C(C(=O)c3ccco3)=C(O)C(=O)N2c2cc(C)on2)ccc1OCc1ccccc1 (configuration not stated),29%,-2%,x,2%,x,
O=C(NCCN1CCOCC1)c1cccc(S(=O)(=O)Nc2cc(Cl)ccc2Cl)c1,x,x,0.6%,x,-9%,

# (more compounds)
SMILES,tuberculosis growth,Salmonella PhoP GFP,VEEV TC-83 Vero,M. tuberculosis HTS,influenza NS1A,others
CC(C)Cc1nnc(NC(=O)CCc2c[nH]c3ccccc23)s1,10%,0%,1.4%,4%,9%,
CCOc1cc(/C=N/N2C(=O)NC3(CCCCC3)C2=O)cc(Br)c1O,3%,14%,1.0%,5%,1%,
COc1ccc(Cl)cc1NC(=O)CCN1CCN(c2ccccc2C)CC1,-21%,-15%,i,0%,1%,
CC(=O)Nc1ccccc1NC(=O)CN(C)S(=O)(=O)c1ccc(C)cc1,-13%,-4%,3.1%,-3%,8%,
COc1ccc(NS(=O)(=O)c2cccc(N3CC(O)=C(c4ccccc4)C3=N)c2)cc1,-13%,2%,i,u,4%,
CCOc1ccc(S(=O)(=O)N2CCN(C(=O)c3oc4ccccc4c3C)CC2)cc1,x,x,4.7%,x,14%,
O=C(Nc1ccnn1C1CCN(Cc2cccc(O)c2)CC1)C1CCCC1,-1%,3%,1.8%,7%,-8%,
COc1ccc([N+](=O)[O-])cc1N1C(=O)c2cccc3cccc(c23)C1=O,-2%,-3%,0.2%,-4%,-8%,VEEV TC-83 Vero 10K pilot screen=0.1
CC(=O)/C(C#N)=C1\NC(=O)C(Cc2ccccc2Cl)S1 (configuration not stated),42%,-10%,2.8µM*,16%,15%,
CC(C)(C)[C@H]1C=C(C(=O)N2CCN(Cc3ccccc3)CC2)O[C@@H](OCCCCO)C1,-13%,-4%,i,-1%,1%,VEEV TC-83 Vero 10K pilot screen=0.1
O=[N+]([O-])c1cccc(/C([O-])=C(/C(=S)Nc2ccccc2)[n+]2ccccc2)c1,34%,-7%,2.5%,-11%,5%,
COC(=O)c1ccc2c(=O)n(CCCCCC(=O)N3CCN(c4ccc(F)cc4)CC3)c(=O)[nH]c2c1,-3%,-2%,0.8%,0%,11%,
O/N=C/c1ccc(OCC(O)COc2ccc(/C=N/O)cc2)cc1,-5%,10%,3.9%,6%,0%,
O=[N+]([O-])c1ccc(-[n+]2c(-c3ccccc3)cc(-c3ccccc3)cc2-c2ccccc2)cc1,u,2%,2.2%,8%,1%,
CC(C)OC(=O)c1ccc(NC(=O)C2C3CC4OC(=O)C2C4C3)cc1 (configuration not stated),8%,-3%,0.4%,4%,-3%,
CCOC(=O)CC(=O)CSc1nc2ccc(OC)cc2cc1C,13%,-1%,1.5%,-6%,-3%,
CCOC(=O)C1CCCN(c2c(N3CCN(c4cccc(Cl)c4)CC3)c(=O)c2=O)C1 (configuration not stated),x,-4%,0.7%,-9%,1%,
CC1(C)OC(=O)C=C[C@]2(C)[C@H]3CC[C@@]4(C)[C@H](c5ccoc5)OC(=O)[C@H]5O[C@]54[C@]3(C)C(=O)C[C@@H]12,-9%,x,1.1%,-9%,-27%,
O=C(O)c1cc(N/N=C/c2ccc(-c3ccccc3)cc2)ccc1Cl,20%,4%,i,5%,0%,
CCOC(=O)c1cnc2c(Cl)c(Cl)ccc2c1N1CCN(C)CC1,40%,-7%,7.8%,6%,2%,
C[C@H](CO)N1C[C@H](C)[C@@H](CN(C)C(=O)NC2CCCCC2)Oc2c(NS(=O)(=O)c3ccc(F)cc3)cccc2C1=O,37%,x,0.1%,-11%,6%,
CC(=O)N(Cc1cc2ccccc2[nH]c1=O)c1ccc(C)cc1,-9%,4%,1.1%,-12%,-9%,
C/C(=N\NC(=O)CN(c1ccc(Oc2ccccc2)cc1)S(C)(=O)=O)C(C)(C)C,4%,3%,1.7%,1%,10%,
CCOC(=O)CSc1nc(CC)nc2ccccc12,68%,15%,0.9%,50%,-10%,
C=CCNC(=O)c1ccc(-c2nc3ccccc3nc2-c2ccccc2)cc1,21%,4%,9.3%,19%,1%,
Cc1ccc(-c2cc(O)cc3sc(=O)oc23)cc1C,17%,-25%,9.4%,u,-11%,
CC1CCC(NC(=O)C(NC(=O)c2ccccc2)C(C)C)CC1 (configuration not stated),6%,12%,8.6%,2%,-10%,
CCCCCCn1cc(C(=O)O)c(=O)c2cc(F)c(N3CCCCC3)cc21,67%,-8%,i,u,5%,
CN(c1ccc(OCC(=O)N2CCC(C(N)=O)CC2)cc1)S(=O)(=O)c1cccs1,10%,12%,2.0%,11%,-4%,
Cc1ccccc1NNC(N)=S,u,8%,0.7%,u,-4%,
CCOC(=O)c1c(C)n(C)c2ccc(OCC(N)=O)cc12,x,x,5.7%,1%,-5%,
CC(=O)Nc1ccc(/C=N/N2C(C)CCCC2C)cc1 (configuration not stated),-12%,7%,0.5%,-3%,-5%,
CCOc1cc(N2CCOCC2)c(OCC)cc1NS(=O)(=O)c1ccc(Cl)s1,-31%,14%,9.4%,2%,-5%,
FC(F)(F)c1cccc(N2CCN(C3CC4CCC3C4)CC2)c1 (configuration not stated),7%,-3%,0.6%,-5%,-2%,
Cc1c(/C(O)=C2\C(=O)C(=O)N(CCN(C)C)C2c2ccccc2)cnn1-c1ccccc1 (configuration not stated),2%,-11%,1.1%,-5%,0%,
Cc1nn(-c2ccccc2)c2c1C(c1ccc(F)cc1F)C(C#N)=C(N)O2 (configuration not stated),-5%,4%,0.3%,4%,11%,
CCOc1cc(C2C(C#N)=C(N)Oc3n[nH]c(CC)c32)ccc1OCCN1CCOCC1 (configuration not stated),-5%,2%,i,-4%,10%,
C=CCNC(=S)NNC(=O)c1ccco1,-18%,-12%,1.4%,-1%,-2%,
CC1CCCN(S(=O)(=O)c2ccc(NC(=O)CN3CCCCC3)cc2)C1 (configuration not stated),5%,6%,0.4%,-1%,1%,
N#CCN(C(=O)COC(=O)C1CC2CCCC(C1)C2=O)c1ccccc1 (configuration not stated),11%,2%,2.3%,6%,2%,
CC(=O)Nc1ccc(S(=O)(=O)NN=Cc2ccc(Cl)c(Cl)c2)cc1,x,x,i,x,2%,
Cc1cc(C)n2nc(SCC(=O)N(C)c3c(N)n(Cc4ccccc4)c(=O)[nH]c3=O)nc2n1,1%,-1%,0.3%,-1%,2%,
CSc1nc2c(c(=O)[nH]1)C(c1cccs1)C1=C(CCCC1=O)N2 (configuration not stated),6%,-8%,7.2%,3%,-8%,
Cc1ccc(N2CC(C(=O)O)CC2=O)cc1 (configuration not stated),20%,14%,0.4%,-6%,x,
CCOC(=O)c1ccc(C(=O)OCC)nc1,u,-12%,0.3%,60%,5%,
O=P(OC1CCCCC1)(OC1CCCCC1)C(Nc1ccccc1)c1cccnc1 (configuration not stated),22%,0%,4.1%,12%,3%,

# Compound activity: PubChem BioAssay, Southern Research Specialized Biocontainment Screening Center
